Autophagy HCS: autophagy modulators in MEF cells, primary screen, imaging, high-content, MEF GFP-LC3; MEF GFP-LC3 puncta imaging; test concentration mostly 10 µM; calls only at 10 µM (by protocol); hit rate 0.98% among 190,000; AID 463193, 2010;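 active = percentage of spot-positive cells more than 3 SD above its plate mean, without a fluorescence outlier flag or 80% toxicity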;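 also: spot-positive cell cutoff set from DMSO-treated cells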
Yfh1-depleted yeast: enhancers of respiration in Yfh1-depleted yeast, dose response, Friedreich's ataxia, plus single-dose screen (AID 1465). S. cerevisiae Yfh1-off respiration, WST-1 reduction, 72 h; higher fold induction means a stronger effect. one-dose fold induction at 50 µM; EC50 in µM for titrated hits. hit rate 0.074% among 220,000;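 active = fold induction of absorbance versus untreated yeast above a set limit, then at least 30% activation at any dose in follow-up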;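 also: activators that raise dye reduction in frataxin-depleted yeast; strong numbers were not always called active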
MT stabilize HCS: microtubule stabilizers in HeLa cells, primary screen, imaging, high-content imaging; HeLa tubulin immunostaining HCS, 24 h; share of cells brighter than vehicle mean+2SD; % tubulin-high responders, % at 10 µM; hit rate 0.83% among 200,000;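 active = plate Z-score above 3 for both tubulin-high and condensed-nucleus cell shares, with cell loss under 80%, at 10 µM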;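 also: anti alpha tubulin signal scored within the nucleus-defined area of each cell; some results filed as inactive read as strong as hits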
NOD2 inhibition: NOD2 signaling inhibitors, cell-based, luminescence, uHTS, HEK293 (AID 1566); HEK293 NOD2/NF-kB luciferase reporter, luminescence; higher % means a stronger effect; one-dose inhibition, % at 4 µM; EC50 in µM for titrated hits; hit rate 0.63% among 290,000; in the data active = inhibition above about 50%; also: many of its hits are not listed in these tables
Dynein transport: inhibitors of GR-EGFP nuclear translocation, primary screen, dynein cargo transport inhibitor project, imaging, high-content, 3617.4 mouse cells; test concentration mostly 20 µM; stimulated with dexamethasone, 1 µM; hits give low values; z-score, hits read low; hit rate 0.47% among 220,000; AID 1381, 2008;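 active = plate z-score of nuclear minus cytoplasmic receptor signal below a set negative limit, without overly bright fluorescence or cell loss, cut at about -3.5 in these data, passing the limit was not always enough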;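 also: z-score of nuclear minus cytoplasmic ring GR-EGFP intensity difference per well; some compounds called inactive have numbers as strong as hits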
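Buffer or medium: tet-free medium with charcoal-stripped serum / Also added: dexamethasone agonist, 1.0 µM final, for 30 min / Timing: induction 48 h, compound 1 h, agonist 30 min / Measured by: high-content fluorescence imaging after fixation / Read-out: nuclear-to-cytoplasmic GR-EGFP distribution per well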
WT yeast gro inh: growth inhibition of WT strain, primary screen, mitochondrial fusion inhibitor project, WT and mutant strains, chemical genetic. mitochondrial fusion phenotypic screen. inhibition, % at 10 µM. hit rate 2.1% among 190,000; in the data active = inhibition above about 58%; tested in S. cerevisiae
Ins promoter up: insulin promoter activators in MIN6 cells, imaging, high-content screening, mouse beta cells; MIN6 insulin promoter-GFP reporter; hits give high values; z-score at 5 µM; hit rate 0.3% among 190,000;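 active = z-score above 3 at 5 µM with at least 500 cells counted in the well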
Hep lipid drop: inhibitors of hepatocyte lipid droplet formation, primary screen, imaging, high-throughput imaging, BODIPY stain | inhibition, % at 6.5 µM | hit rate 0.4% among 240,000 | AML12 mouse hepatocytes, oleate lipid droplets;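 active = lipid droplet intensity inhibited by at least 50%, with more than 500 cells counted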
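Material – AML12 mouse liver cells · Also added – oleate loading, 100 µM · Compound dosing – 6.5 µM single-point dosing · Times – overnight treatment with compound plus oleate · Measured by – fluorescence imaging, 20x objective, two fields per well · Read-out – percent inhibition of filter-corrected integrated lipid droplet intensity per well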
b-catenin transl: modulators of beta-catenin nuclear translocation, primary screen, imaging, HeLa cells, immunofluorescence, high-content. nuclear translocation activity, % at 5 µM. hit rate 0.3% among 190,000;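 active = nuclear translocation activity above 50% at 5 µM, with a well cell count of 50 or more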;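 also: per-cell ratio of nuclear to cytoplasmic median beta-catenin stain intensity; plate controls were DMSO negative control for no effect and GSK-3 inhibitor IX positive control for full effect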
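System: Human HeLa cells, endogenous beta-catenin | Compound dosing: 5 µM primary, 0.02–20 µM confirmation | Timing: 24 h compound exposure at 37°C, 5% CO2 | Measured by: Fluorescence imaging of beta-catenin antibody stain plus DAPI | Read-out basis: % activation of per-cell nuclear versus cytoplasmic median beta-catenin signal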
WT yeast gro inh mutant strain: also measured in WT yeast gro inh; calls as there; inhibition, %; mitochondrial fusion phenotypic screen, mutant strain inhibition
Dynein transport cytoplasmic EGFP: also measured in Dynein transport; calls as there; z-score; measured here: cytoplasmic GR-EGFP intensity; hits give high values
Dynein transport nuclear GR-EGFP: further read-out of Dynein transport, marked with its call; z-score; measured here: nuclear GR-EGFP intensity;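 lower value marks the stronger effect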
Dynein transport cell count: recorded beside Dynein transport, whose call it bears; z-score; measured here: cell count per field
Ins promoter up cell count: recorded beside Ins promoter up, whose call it bears; cell count; measured here: cytotoxicity, nuclei count;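 total cells summed across four imaged fields per well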
Hep lipid drop cells 6.5 µM: recorded beside Hep lipid drop, whose call it bears; cell count; measured here: cell count, cytotoxicity flag;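 cells counted across two imaged fields per well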
b-catenin transl cell count 5 µM: further read-out of b-catenin transl, marked with its call; cell count; measured here: cell count, cytotoxicity flag
MT stabilize HCS Hoechst-high %: recorded beside MT stabilize HCS, whose call it bears; % Hoechst-high responders; measured here: nuclear condensation Hoechst responders;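 share of cells brighter than vehicle mean plus two SD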
MT stabilize HCS cytotoxicity %: recorded beside MT stabilize HCS, whose call it bears; toxicity, %; measured here: cytotoxicity by cell density;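 0% = mean cell density of plate MIN control wells and 100% = no cells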
Autophagy HCS cell loss 18 h: recorded beside Autophagy HCS, whose call it bears; toxicity, %; measured here: cell loss, nuclei count;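 cell loss after 18 h compound exposure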
An asterisk follows results filed as active; i = inactive; / = no result given; + = active, no number. These rows are one share of the data; the hit share may differ from the screen's.

SMILES	Autophagy HCS	Autophagy HCS cell loss 18 h	Yfh1-depleted yeast	MT stabilize HCS	MT stabilize HCS Hoechst-high %	MT stabilize HCS cytotoxicity %	NOD2 inhibition	Dynein transport	Dynein transport cytoplasmic EGFP	Dynein transport nuclear GR-EGFP	Dynein transport cell count	WT yeast gro inh	WT yeast gro inh mutant strain	Ins promoter up	Ins promoter up cell count	Hep lipid drop	Hep lipid drop cells 6.5 µM	b-catenin transl	b-catenin transl cell count 5 µM
O=C(Cc1csc(-c2ccccc2)n1)NCc1ccccc1F	i	5	i	1.4	3.9	6.0	1%	-0.35	-0.26	-0.51	0.83	6	13	0.37	1337	9	674	/	/
O=C(COC(=O)c1cccnc1)Nc1ccc(F)cc1	i	-7	i	2.1	1.4	5.0	-15%	0.097	-0.16	0.045	-0.2	4	8	-0.53	1315	8	789	-3.1	1251
CCCC(=NCc1ccccc1)C1=C(O)C(C(=O)OC)C(C)(C)CC1=O (stereo not drawn)	i	-5	i	1.3	1.2	14	7%	0.16	-0.56	-0.24	0.39	1	-1	0	878	-2	744	/	/
COc1ccc(C2C(C(=O)c3ccco3)=C(O)C(=O)N2CCc2ccccc2)cc1OC (stereo not drawn)	i	14	i	3.8	3.7	7.3	1%	-0.083	-0.26	-0.19	0.31	6	-5	-0.77	1417	/	/	-0.8	876
CCCN1C(=O)CC(c2ccco2)Sc2ccccc21 (stereo not drawn)	i	-4	i	4.2	2.4	10	1%	-0.52	-0.18	0.18	0.36	16	15	-0.36	1579	-10	660	0.4	1044
CCN(CC)CCN1C(=O)C(=O)/C(=C(/O)c2ccc(OC)c(OC)c2)C1c1ccccn1 (stereo not drawn)	i	-9	i	3.8	1.2	5.2	7%	0.2	-0.16	0.085	0.29	-1	16	1.9	1199	3	763	/	/
CC(Sc1cccc[n+]1[O-])C(=O)Nc1ccc([N+](=O)[O-])cc1Cl (stereo not drawn)	i	4	i	6.4	1.2	7.4	9%	-1.5	-0.25	-0.68	1.6	18	-9	0.31	1264	-2	679	1.4	1085
COc1ccnc(Oc2ccccc2)c1C#N	i	32	i	1.4	0.9	6.7	0%	-0.87	-0.21	-0.53	0.71	-14	-13	-0.49	1616	/	/	2.3	1445
CC1OC(C)(C)OC1C1CNc2nc(NC(=O)C(C)(C)C)[nH]c(=O)c2N1C(=O)c1cccnc1 (stereo not drawn)	i	-7	i	0.8	2.5	18	3%	0.57	-0.23	0.43	-0.18	-8	12	0.16	1349	1	582	-0.1	962
Fc1ccc(C2CCCN2Cc2nc(-c3cnccn3)no2)cc1 (stereo not drawn)	i	16	i	0.7	1.0	4.9	-4%	0.16	-0.38	0.34	0.6	-17	-3	0.08	1665	5	659	0.1	978
COc1ccc(NC(=O)c2ccccc2NS(C)(=O)=O)cc1OC	i	-7	i	4.7	1.7	1.8	1%	-0.09	0.017	0.11	1	4	6	/	/	-19	631	/	/
CCOc1ccc2nc(NCCNC(=O)Nc3ccccc3)c(C#N)cc2c1	i	-57	i	5.7	2.5	15	17%	-0.77	-0.21	-0.41	0.21	8	25	-0.83	1222	-6	737	-4.3	1130

3 of the entries above in order of the Dynein transport nuclear GR-EGFP value, highest first:
structure	MT stabilize HCS Hoechst-high %	NOD2 inhibition	Dynein transport	Dynein transport cytoplasmic EGFP	Dynein transport nuclear GR-EGFP	Dynein transport cell count	WT yeast gro inh mutant strain
COc1ccc(C2C(C(=O)c3ccco3)=C(O)C(=O)N2CCc2ccccc2)cc1OC (stereo not drawn)	3.7	1%	-0.083	-0.26	-0.19	0.31	-5
CCOc1ccc2nc(NCCNC(=O)Nc3ccccc3)c(C#N)cc2c1	2.5	17%	-0.77	-0.21	-0.41	0.21	25
O=C(Cc1csc(-c2ccccc2)n1)NCc1ccccc1F	3.9	1%	-0.35	-0.26	-0.51	0.83	13

(listing goes on)
SMILES	Autophagy HCS	Autophagy HCS cell loss 18 h	Yfh1-depleted yeast	MT stabilize HCS	MT stabilize HCS Hoechst-high %	MT stabilize HCS cytotoxicity %	NOD2 inhibition	Dynein transport	Dynein transport cytoplasmic EGFP	Dynein transport nuclear GR-EGFP	Dynein transport cell count	WT yeast gro inh	WT yeast gro inh mutant strain	Ins promoter up	Ins promoter up cell count	Hep lipid drop	Hep lipid drop cells 6.5 µM	b-catenin transl	b-catenin transl cell count 5 µM
O=C(OCc1c(Cl)cccc1Cl)c1cccnc1	i	1	i	2.9	1.9	5.3	-22%	2.2	-0.19	1.1	-1.4	-9	1	0.42	1231	-6	769	-3.1	1136
O=C(Nc1cccc(Cl)c1)c1ccc(F)c(S(=O)(=O)N2CCN(c3ccccn3)CC2)c1	i	-15	i	3.9	4.7	7.4	32%	-0.98	-0.29	0.15	0.82	26	-5	-1.3	1174	-12	693	-4.3	644
CC(=O)Oc1ccc2occ(C(=O)c3cccs3)c2c1	i	0	i	2.4	2.3	3.2	0%	0.37	-0.19	0.16	-0.66	-14	1	-0.23	1098	/	/	2.3	1162
CN(C)CCCNc1oc(-c2cccc(Cl)c2)nc1C#N	i	-4	i	5.5	2.7	4.0	24%	0.79	-0.083	-0.24	-1.1	-7	-6	-0.84	811	-13	693	3.6	1103
CC(C)C1CC(O)(C2(O)CCCCC2)ON1 (stereo not drawn)	i	2	i	6.5	1.8	8.8	14%	0.45	-0.17	0.8	0.24	6	11	-0.06	1247	7	789	-1.3	1119
CCOc1c2ccoc2nc2c(OC)c(OC)ccc12	i	-11	i	4.5	2.1	6.2	-17%	-0.36	-0.28	-0.078	0.47	2	10	1.4	1426	-10	669	0.8	1028
CC(C)C(c1nnnn1Cc1ccccc1)N1CCc2ccccc2C1 (stereo not drawn)	i	23	i	1.8	2.4	16	4%	1	-0.23	0.96	0.081	5	-2	1.6	752	2	698	-4.3	1172
Oc1ccc(Nc2nc3ccccc3nc2Nc2ccc(O)cc2)cc1	+	61*	i	4.4	3.2	3.5	-7%	-3.4	1.6	-1.7	-2.3	-1	6	-0.35	673	-3	800	/	/
COc1ccc(S(=O)(=O)NCCc2nnc3ccc(SCC(=O)Nc4cc(C)on4)nn23)cc1	i	7	i	5.2	2.2	8.8	15%	0.45	0.39	0.22	-1	2	-1	-1.1	1339	6	721	-0.5	1077
COc1cccc(NC(=O)CSc2nccn2-c2cccc(OC)c2)c1	i	4	i	2.5	2.2	8.6	2%	-0.69	-0.42	-0.015	1.3	4	10	0.3	1179	/	/	-3.4	1021
Cc1cc(C)cc(NC(=O)C2CCCN(S(=O)(=O)c3cnc[nH]3)C2)c1 (stereo not drawn)	/	/	i	7.2	2.6	9.5	4%	0.11	-0.19	0.39	0.017	0	5	-1.9	1564	6	676	1.7	1085
Nc1sc2c(c1C(=O)NCCc1ccccc1)CCC2	i	-2	i	1.7	1.5	5.5	9%	0.24	-0.23	0.07	-0.0029	-8	-2	1.1	1519	2	503	-0.9	1587
O=C(COC(=O)CCc1c[nH]c(=O)[nH]1)Nc1cccc(Cl)c1	i	-8	i	4.6	2.9	3.2	12%	0.74	-0.2	0.29	0.38	-20	-30	1.2	1817	-4	639	-0.1	1081
O=c1c2c(nc3cc(-c4cccc(F)c4)[nH]n13)CCC2	i	-1	i	5.8	1.3	7.6	-87%	1.3	-0.24	0.54	-0.26	-8	-5	-0.24	1242	-4	685	2.0	1046
C/C(CC(=O)Nc1ccccn1)=N\NC(=O)Cc1cccc2ccccc12	i	10	i	3.5	1.6	5.1	-1%	0.2	-0.088	-0.021	0.46	1	-3	-0.07	1926	-5	679	-0.7	1066
COc1cccc(C2=NOC(C(=O)NCc3ccccn3)C2)c1 (stereo not drawn)	i	-12	i	3.5	3.2	6.3	31%	-0.58	-0.021	-0.011	0.19	-10	-14	/	/	/	/	/	/
COc1cccc(-n2c(SCC(=O)N3CCOCC3)nc3c([nH]c4ccccc43)c2=O)c1	i	1	i	3.0	1.9	21	/	-0.62	0.45	0.26	2.4	/	/	/	/	/	/	/	/
CCc1oc2c(C)c(O)ccc2c(=O)c1-c1ccc2ccccc2n1	i	-28	i	3.1	1.2	4.6	16%	0.096	-0.21	-0.1	-0.26	4	-11	/	/	/	/	/	/
COc1cccc(CNC(=O)CCC2CCCN(C(=O)c3ccc(OC)c(F)c3)C2)c1 (stereo not drawn)	i	0	i	2.9	1.9	4.7	-4%	-0.53	-0.15	0.021	1.1	0	6	/	/	10	644	-1.4	1101
COc1ccc(-n2c(C)cc(-c3csc(NC(=O)c4ccc(S(=O)(=O)N(C)C)cc4)n3)c2C)cc1	i	-1	i	2.6	2.8	11	-3%	-1	-0.21	-0.63	0.64	-12	-6	/	/	-13	594	0.3	940
COc1ccc(N2CCN(C(=O)C3Cc4ccccc4CN3C(=O)c3ccccc3)CC2)cc1 (stereo not drawn)	i	-5	i	1.9	4.0	10	-39%	0.56	-0.26	0.7	-1.1	-5	6	0.44	1289	-2	744	-1.0	1057
Cc1cc(NC(=O)c2cc(-c3ccccc3C)nc3ccccc23)no1	i	2	i	2.3	3.8	3.2	18%	-0.56	-0.28	-0.36	0.63	-3	14	-0.03	1185	/	/	1.1	567
